KLF5 inhibitor = KLF5 expression inhibitors, primary screen, DLD-1 cells, luminescence; DLD-1 KLF5 promoter-luciferase reporter; inhibition, % at 5 µM; 290,000 compounds, 0.23% hits;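 active = inhibition above a per-plate limit of that plate's mean compound inhibition plus 3 SD, cut at about 60% in these data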;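 note: 0% = DMSO wells and 100% = LY294002 at 200 µM; higher means less KLF5 promoter-driven luciferase light; inactives centre near -14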
HSP90 inh = HSP90 inhibitors, primary screen, cell lysate, luminescence. Rabbit reticulocyte lysate, luciferase refolding luminescence, 3 h. inhibition, % at 5.6 µM. 290,000 compounds, 0.91% hits. AID 1789, 2009;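 active = inhibition above the screen-wide mean plus 3 SD, computed separately per campaign, cut at about 16% in these data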;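 note: 0% = DMSO wells and 100% = 60 µM geldanamycin wells; inhibitors lower the luminescence because luciferase stays unfolded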
AI-2 QS mod = Vibrio harveyi AI-2 quorum sensing modulators, primary screen, JMH597 strain, luminescence/OD600 ratio | Vibrio harveyi JMH597 AI-2 luminescence/OD600 ratio, 9 h; hits give low values; strain lacks LuxN and CqsS sensors; 0 = neutral-control median | activity change, % at 7.5 µM | 300,000 compounds, 0.4% hits | AID 2094, 2009; in the data active = activity change below about -75%, passing the limit was not always enough;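 note: luminescence divided by OD600 gain over 9 h not by final OD600 alone; inactives centre near 13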
IEC-6 tox = cytotoxicity in IEC-6 intestinal epithelial cells, primary screen, cytotoxicity control for KLF5 inhibitor project, cell-based, luminescence. inhibition, % at 5 µM. 290,000 compounds, 0.78% hits. IEC-6 cytotoxicity, luminescence viability; in the data active = inhibition above about 22%;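 note: 0% = plate median of test compound wells and 100% = cytotoxic reference compound wells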
GSK3A inh = blockers of GSK3A enzyme activity – biochemical, luminescence, cell-free homogeneous, HTS, primary screen; Glycogen synthase kinase-3 alpha (Homo sapiens), P49840; inhibition, % at 10 µM; GSK-3 alpha kinase, ADP-Glo luminescence, 60 min; 320,000 compounds, 0.1% hits;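 in the data active = inhibition above about 50%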;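 note: GST-tagged GSK-3 alpha with peptide substrate and 25 µM ATP; 0% = DMSO neutral wells and 100% = GW8510 positive control wells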
Target sequence (P49840 whole entry, looked up): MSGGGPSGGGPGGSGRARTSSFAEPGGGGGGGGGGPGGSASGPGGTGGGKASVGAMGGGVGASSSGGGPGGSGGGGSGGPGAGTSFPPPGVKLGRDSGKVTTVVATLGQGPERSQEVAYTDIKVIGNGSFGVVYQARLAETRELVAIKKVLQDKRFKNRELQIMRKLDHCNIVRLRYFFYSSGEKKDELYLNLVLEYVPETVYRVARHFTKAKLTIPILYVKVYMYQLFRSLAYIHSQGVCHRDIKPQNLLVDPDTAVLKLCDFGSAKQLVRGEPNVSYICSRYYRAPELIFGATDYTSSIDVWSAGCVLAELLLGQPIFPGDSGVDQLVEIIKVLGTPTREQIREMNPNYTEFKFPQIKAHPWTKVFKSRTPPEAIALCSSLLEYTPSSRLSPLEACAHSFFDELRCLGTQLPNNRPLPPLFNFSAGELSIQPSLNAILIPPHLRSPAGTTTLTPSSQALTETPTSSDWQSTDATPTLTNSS
HSF1 inhib = HSF1 inhibitors in luciferase reporter cells, primary screen, cell-based, NIH3T3, luminescence. NIH3T3-HGL HSE-luciferase, MG132-induced, luminescence 8 h; hits give low values. activity change, negative = inhibition, % at 7.5 µM (by protocol). 300,000 compounds, 0.77% hits. AID 2098, 2009;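 active = more than half of replicate wells show activity change below -50%, luminescence cut by over half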;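 note: luciferase reports HSF-1 transcriptional activity via heat shock element; 0% = median of DMSO wells and -100% = zero luminescence signal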
aSyn UTR inh = MLPCN primary screen, SNCA 5' untranslated region; 300,000 compounds, 0.82% hits; inhibition, % (tested at 7.5 µM); alpha-synuclein 5'UTR reporter, inhibitor activity; in the data active = inhibition above about 60%;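 note: H4 neuroglioblastoma cells stably carrying SNCA 5'UTR luciferase fusion; 0% = DMSO wells and 100% = positive control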
HIF activator = HIF pathway transcriptional activators, primary screen, cell-based, U2OS HRE-luciferase, luminescence; 300,000 compounds, 0.32% hits; activation, % at 7.5 µM (by protocol); U2OS HRE-luciferase reporter; normalized: DMSO 0%, desferrioxamine 100%;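 active = mean activation of at least 10% of the iron chelator positive control signal, with at least half of replicates also reaching 10%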
HSF1 activator = HSF-1 activators, primary screen, NIH3T3-HGL cells, MG132 stress, luminescence, single point; NIH3T3-HGL HSF-1 luciferase reporter, 8 h; 100% = twice DMSO control signal; activation, % at 9 µM; 300,000 compounds, 1.7% hits;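 active = mean replicate activation of at least 50% with a set share of replicates each reaching 50%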;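 note: 0% = median of the neutral control wells and 100% = twice that signal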
GSK3B inh = human GSK3beta kinase inhibitors, primary screen, biochemical, cell-free homogeneous, HTS. 300,000 compounds, 0.038% hits. activity score (negative = inhibition), % at 10 µM. GST-GSK3beta kinase, ADP-Glo luminescence, 60 min; hits give low values. Glycogen synthase kinase-3 beta (Homo sapiens), P49841;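 active = more than half of replicate wells score below -50%, meaning over 50% inhibition versus plate controls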;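 note: 0% = median DMSO wells and -100% = median GW8510 positive control wells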
Target sequence (P49841 whole entry, looked up): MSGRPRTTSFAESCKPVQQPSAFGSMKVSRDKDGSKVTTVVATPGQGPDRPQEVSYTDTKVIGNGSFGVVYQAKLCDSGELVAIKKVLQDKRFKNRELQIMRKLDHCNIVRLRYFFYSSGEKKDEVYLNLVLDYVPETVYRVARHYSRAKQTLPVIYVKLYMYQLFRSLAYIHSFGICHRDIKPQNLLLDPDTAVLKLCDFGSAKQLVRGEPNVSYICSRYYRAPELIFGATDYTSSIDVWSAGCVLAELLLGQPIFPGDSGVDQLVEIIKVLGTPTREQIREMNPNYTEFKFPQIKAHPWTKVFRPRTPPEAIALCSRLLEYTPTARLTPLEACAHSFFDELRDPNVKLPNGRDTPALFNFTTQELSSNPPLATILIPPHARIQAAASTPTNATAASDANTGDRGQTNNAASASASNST
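Test system – GST-tagged human GSK3beta kinase, cell-free · Incubation – 60 min enzyme reaction, room temperature · Signal – ADP-Glo luminescence · Also added – peptide substrate and ATP at 25 µM · Controls – DMSO neutral wells and GW8510 at 20 µM as positive · Buffer or medium – Tris/MgCl2 kinase buffer · Measure – Luminescence-derived activity versus plate DMSO and GW8510 wells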
Active calls of the source: *.

Preview, 4 compounds:
Screening Cc1cccc(NC(=O)Nc2c(C)[nH]c(=O)[nH]c2=O)c1C returned KLF5 inhibitor -48, HSP90 inh -3, AI-2 QS mod 7, IEC-6 tox 4, GSK3A inh -1, HSF1 inhib 3, aSyn UTR inh -6, HIF activator -0.3, HSF1 activator 12 and GSK3B inh 2.
C=CCn1c(SCc2nc3sc(C(=O)O)c(C)c3c(=O)[nH]2)nnc1-c1ccc(C(C)(C)C)cc1 was read as KLF5 inhibitor 5, HSP90 inh 2, AI-2 QS mod -1, IEC-6 tox -22, HSF1 inhib 3, aSyn UTR inh -2, HIF activator -0.2, HSF1 activator -9 and GSK3B inh 2.
`O=C(Nc1ccc(Cl)cc1)Nc1ccc(Br)cn1` gave KLF5 inhibitor -106, HSP90 inh -4, AI-2 QS mod 1, IEC-6 tox 2, GSK3A inh -1, HSF1 inhib 12, aSyn UTR inh -103, HIF activator -1.9, HSF1 activator 27 and GSK3B inh -4.
`O=C(Nc1cccc(F)c1)Nc1ccc2c(c1)OCO2` gave KLF5 inhibitor -125, HSP90 inh -1, AI-2 QS mod -5, IEC-6 tox 4, GSK3A inh -2, HSF1 inhib 11, aSyn UTR inh -99, HIF activator 4.2, HSF1 activator 23 and GSK3B inh -4.

The whole of this part, from the start:
Screening Cc1cccc(NC(=O)Nc2c(C)[nH]c(=O)[nH]c2=O)c1C returned KLF5 inhibitor -48, HSP90 inh -3, AI-2 QS mod 7, IEC-6 tox 4, GSK3A inh -1, HSF1 inhib 3, aSyn UTR inh -6, HIF activator -0.3, HSF1 activator 12 and GSK3B inh 2.
C=CCn1c(SCc2nc3sc(C(=O)O)c(C)c3c(=O)[nH]2)nnc1-c1ccc(C(C)(C)C)cc1 was read as KLF5 inhibitor 5, HSP90 inh 2, AI-2 QS mod -1, IEC-6 tox -22, HSF1 inhib 3, aSyn UTR inh -2, HIF activator -0.2, HSF1 activator -9 and GSK3B inh 2.
`O=C(Nc1ccc(Cl)cc1)Nc1ccc(Br)cn1` gave KLF5 inhibitor -106, HSP90 inh -4, AI-2 QS mod 1, IEC-6 tox 2, GSK3A inh -1, HSF1 inhib 12, aSyn UTR inh -103, HIF activator -1.9, HSF1 activator 27 and GSK3B inh -4.
`O=C(Nc1cccc(F)c1)Nc1ccc2c(c1)OCO2` gave KLF5 inhibitor -125, HSP90 inh -1, AI-2 QS mod -5, IEC-6 tox 4, GSK3A inh -2, HSF1 inhib 11, aSyn UTR inh -99, HIF activator 4.2, HSF1 activator 23 and GSK3B inh -4.
CCOC(=O)Cc1csc(NC(=O)CSc2nnc(-c3ccc(C)cc3)o2)n1 was read as KLF5 inhibitor -2, HSP90 inh 2, AI-2 QS mod 33, IEC-6 tox 2, GSK3A inh -1, HSF1 inhib -23, aSyn UTR inh 23, HIF activator -0.1, HSF1 activator -27 and GSK3B inh 0.
For O=[N+]([O-])c1cc2c(cc1CN1CCN(c3ccccc3)CC1)OCO2 the results were KLF5 inhibitor -57, HSP90 inh 14, AI-2 QS mod 45, IEC-6 tox -2, GSK3A inh 0, HSF1 inhib -1, aSyn UTR inh -50, HIF activator 1.0, HSF1 activator 8 and GSK3B inh -2.
`O=C(/C=C/c1ccccc1Cl)NCc1ccco1` gave KLF5 inhibitor -57, HSP90 inh -1, AI-2 QS mod -83*, IEC-6 tox 3, GSK3A inh -1, HSF1 inhib 9, aSyn UTR inh -120, HIF activator 3.4, HSF1 activator 16 and GSK3B inh 0.
CC(C)(C)n1nnnc1C(c1cc2cc3c(cc2[nH]c1=O)OCCO3)N1CCSCC1 (stereo unspecified) was read as KLF5 inhibitor -23, HSP90 inh -2, AI-2 QS mod 18, IEC-6 tox -2, GSK3A inh 0, HSF1 inhib -2, aSyn UTR inh -4, HIF activator -0.1, HSF1 activator 4 and GSK3B inh 0.
For CCCOc1ccc(/C(O)=C2/C(=O)C(=O)N(CCOC)C2c2cccnc2)cc1 (stereo unspecified) the results were KLF5 inhibitor -16, HSP90 inh 1, AI-2 QS mod 12, IEC-6 tox -1, GSK3A inh -1, HSF1 inhib -3, aSyn UTR inh 0, HIF activator 0.0, HSF1 activator -5 and GSK3B inh -3.
For O=C(O)Cc1cc2c(s1)CCCCC2 the results were KLF5 inhibitor -18, HSP90 inh -3, AI-2 QS mod 55, IEC-6 tox -4, GSK3A inh -1, HSF1 inhib -3, aSyn UTR inh -4, HIF activator -1.1, HSF1 activator -10 and GSK3B inh 4.
O=C(O)CCCN=CC1=C(O)C(C(=O)c2ccccc2)CCC1=O (stereo unspecified) was read as KLF5 inhibitor -22, HSP90 inh 2, AI-2 QS mod 10, IEC-6 tox -3, GSK3A inh 0, HSF1 inhib 7, aSyn UTR inh 1, HIF activator 0.1, HSF1 activator -7 and GSK3B inh -1.
`Nc1ccccc1-c1nnc(-c2ccccc2N)n1N` gave KLF5 inhibitor -26, HSP90 inh -1, AI-2 QS mod 22, IEC-6 tox 2, GSK3A inh -1, HSF1 inhib 9, aSyn UTR inh -113, HIF activator 3.6, HSF1 activator 12 and GSK3B inh -7.
`Cc1ccc(C(=O)N/C(=C\c2ccc(F)cc2)C(=O)NCCN2CCOCC2)cc1` gave KLF5 inhibitor -2, HSP90 inh 1, AI-2 QS mod 6, IEC-6 tox -4, GSK3A inh -1, HSF1 inhib -1, aSyn UTR inh 7, HIF activator -0.8, HSF1 activator 16 and GSK3B inh 8.
`CCn1c(SCc2ccc(F)cc2)nnc1C1CCN(S(=O)(=O)c2ccc(OC)cc2)CC1` gave KLF5 inhibitor -22, HSP90 inh -2, AI-2 QS mod 40, IEC-6 tox 0, GSK3A inh -1, HSF1 inhib 0, aSyn UTR inh 37, HIF activator 0.2, HSF1 activator 2 and GSK3B inh 2.
CC(C)(C)c1ccc(C(=O)C=[N+]=[N-])cc1 was read as KLF5 inhibitor 2, HSP90 inh -2, AI-2 QS mod 20, IEC-6 tox 2, GSK3A inh -4 and GSK3B inh 4.
For Cc1cccc(CCNS(=O)(=O)c2ccc3c(c2)NC(=O)CS3)c1 the results were KLF5 inhibitor -3, HSP90 inh -1, AI-2 QS mod -39, IEC-6 tox -1, GSK3A inh -3, HSF1 inhib -3, aSyn UTR inh 1, HIF activator 0.5, HSF1 activator -4 and GSK3B inh 3.
For O=C(Cn1c(=O)oc2cc(S(=O)(=O)NCc3ccccc3)ccc21)N1CCCC1 the results were KLF5 inhibitor 8, HSP90 inh 2, AI-2 QS mod 20, IEC-6 tox 0, GSK3A inh -1, HSF1 inhib -2, aSyn UTR inh 0, HIF activator 0.0, HSF1 activator 5 and GSK3B inh -2.
CC(C)Cc1ccc(CN2CCCC(NC(=O)c3ccoc3)C2)cc1 (stereo unspecified) was read as KLF5 inhibitor -34, HSP90 inh 5, AI-2 QS mod 11, IEC-6 tox -6, GSK3A inh 2, HSF1 inhib 5, aSyn UTR inh -14, HIF activator -0.4, HSF1 activator 17 and GSK3B inh -3.
Screening O=C1NC(=Nc2ccccc2)S/C1=C/c1cccnc1 returned KLF5 inhibitor -19, HSP90 inh -2, AI-2 QS mod 15, IEC-6 tox 2, GSK3A inh 0, HSF1 inhib 0, aSyn UTR inh -9, HIF activator 1.2, HSF1 activator -9 and GSK3B inh -1.
CCOc1cc(/C=N/NC(=O)CSc2nnc(C)s2)ccc1OCc1ccccc1Cl was read as KLF5 inhibitor -13, HSP90 inh -8, AI-2 QS mod 6, IEC-6 tox 3, GSK3A inh 9, HSF1 inhib 18, aSyn UTR inh -9, HIF activator -0.4, HSF1 activator 26 and GSK3B inh 2.
`O=C(c1ccc(F)cc1)c1cnc(Nc2ccccc2)s1` gave KLF5 inhibitor -22, HSP90 inh -3, AI-2 QS mod 18, IEC-6 tox 0, GSK3A inh -2, HSF1 inhib 17, aSyn UTR inh -161, HIF activator 3.0, HSF1 activator 36 and GSK3B inh 0.
For Cc1cccc(NC(=O)NC(C)C(c2ccccc2)N2CCN(C)CC2)c1 (stereo unspecified) the results were KLF5 inhibitor -24, HSP90 inh 4, AI-2 QS mod 24, IEC-6 tox 2, GSK3A inh 0, HSF1 inhib 8, aSyn UTR inh 2, HIF activator -1.1, HSF1 activator 38 and GSK3B inh 0.
For COc1cc(/C=N/NC(N)=S)ccc1OCc1ccc(C)cc1 the results were KLF5 inhibitor -55, HSP90 inh -5, AI-2 QS mod 23, IEC-6 tox 5, GSK3A inh 0, HSF1 inhib 10, aSyn UTR inh -179, HIF activator 0.9, HSF1 activator 35 and GSK3B inh 2.
For CCOc1ccc2oc(C(=O)N3CCN(c4ccccn4)CC3)c(C)c2c1 the results were KLF5 inhibitor -15, HSP90 inh -3, AI-2 QS mod 16, IEC-6 tox 2, HSF1 inhib 11, aSyn UTR inh -3, HIF activator 0.0, HSF1 activator -5 and GSK3B inh 3.
O=C(O)/C=C/C(=O)c1ccc2c(c1)CCc1ccccc1-2 was read as AI-2 QS mod -89*, GSK3A inh -3, HSF1 inhib 146, aSyn UTR inh -111, HIF activator 2.0, HSF1 activator 175* and GSK3B inh -2.
Screening Cc1onc(-c2c(F)cccc2Cl)c1C(=O)c1ccccc1O returned KLF5 inhibitor -41, HSP90 inh 13, AI-2 QS mod 6, IEC-6 tox -1, GSK3A inh 2, HSF1 inhib 0, aSyn UTR inh -3, HIF activator -0.6, HSF1 activator 10 and GSK3B inh -1.
For Cc1nc2cc(NC(=O)c3cccc(S(C)(=O)=O)c3)ccc2o1 the results were KLF5 inhibitor -7, HSP90 inh -2, AI-2 QS mod 14, IEC-6 tox 3, GSK3A inh -1, HSF1 inhib -8, aSyn UTR inh -36, HIF activator 0.2, HSF1 activator -8 and GSK3B inh -3.
Nc1ccc(N)c(C(=O)O)c1 was read as AI-2 QS mod 32, GSK3A inh -4, HSF1 inhib 0, aSyn UTR inh 8, HIF activator -0.4, HSF1 activator -3 and GSK3B inh 0.
CCc1cc2c(cc3c(=O)n(CC(=O)NCCCN(CC)CC)nc(CC)n32)s1 was read as KLF5 inhibitor -11, HSP90 inh 7, AI-2 QS mod -19, IEC-6 tox -1, GSK3A inh 1, HSF1 inhib -1, aSyn UTR inh -3, HIF activator 0.0, HSF1 activator 9 and GSK3B inh 0.
COc1cc(OC)c(C(=S)N2CCCC2)cc1OC was read as KLF5 inhibitor 0, HSP90 inh 0, AI-2 QS mod -3, IEC-6 tox 4, GSK3A inh 1, HSF1 inhib -12, aSyn UTR inh 7, HIF activator -0.2, HSF1 activator -18 and GSK3B inh 0.
